# Screening data (PubChem BioAssay)
# BaF3 tox = parental Ba/F3 cell viability inhibition, counter-screen for JAK2V617F inhibitor project, murine pro-B, CellTiter-Glo luminescence. inhibition, % at 5.6 µM. 1.1% of 220,000 active. CellTiter-Glo ATP luminescence;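 active = inhibition above a per-campaign cutoff, the mean inhibition of all tested compounds plus 3 SD, cut at about 27% in these data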;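 note: 0% = DMSO wells and 100% = JAK Inhibitor I control wells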
# PERK inhibitor = block of dimerizer-induced PERK translation repression, primary screen, PERK inhibitor project, CHO PERK-DD cells, SEAP luminescence, HTS. CHO PERK-DD fusion, SEAP luminescence translation reporter. AID 1416, 2008. inhibition, % at 5.6 µM. Eukaryotic translation initiation factor 2-alpha kinase 3 (Homo sapiens), Q9NZJ5. 0.17% of 220,000 active;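 active = inhibition above the mean inhibition of all tested compounds plus 3 SD, set separately per screening campaign, cut at about 2.9% in these data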;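 note: PERK kinase domain activated by AP20187 dimerizer at 100 nM; 0% = DMSO with dimerizer and 100% = rapamycin at 8.4 µM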
# Ba/F3 V617F tox = reduced viability of JAK2V617F-dependent Ba/F3 cells, primary screen, JAK2V617F inhibitor project, cell-based, Ba/F3 EpoR-JAK2V617F, luminescence; ATP luminescence; 1.1% of 220,000 active; inhibition, % at 5.6 µM;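 active = inhibition above the campaign mean plus 3 SD over all tested compounds, cut at about 24% in these data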;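 note: cytokine-independent growth of Ba/F3 cells driven by EpoR plus mutant JAK2; 0% = DMSO-treated cells and 100% = JAK inhibitor I control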
# S1P4 antagonist = S1P4 receptor antagonists, primary screen, cell-based. S1P4-expressing cells, antagonist mode, reporter read-out. inhibition, % at 4.98 µM. 0.26% of 220,000 active; in the data active = inhibition above about 29%;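 note: 0% = wells stimulated with agonist and 100% = vehicle wells without agonist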
# Target sequence (O95977 whole entry, looked up): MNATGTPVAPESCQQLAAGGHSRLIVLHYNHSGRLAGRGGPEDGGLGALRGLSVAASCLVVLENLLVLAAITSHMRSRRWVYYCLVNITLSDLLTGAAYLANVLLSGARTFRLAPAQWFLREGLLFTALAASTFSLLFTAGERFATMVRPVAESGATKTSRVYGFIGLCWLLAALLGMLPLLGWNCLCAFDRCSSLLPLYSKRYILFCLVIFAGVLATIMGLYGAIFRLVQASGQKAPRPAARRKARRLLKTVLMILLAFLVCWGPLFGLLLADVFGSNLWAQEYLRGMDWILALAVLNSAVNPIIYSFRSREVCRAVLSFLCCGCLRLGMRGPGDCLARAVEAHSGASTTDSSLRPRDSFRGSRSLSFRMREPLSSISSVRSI
# S1P4 agonist = S1P4 receptor agonists, primary screen, cell-based. S1P4-expressing cell line, agonist reporter assay. 0.35% of 220,000 active. AID 1509, 2009. Sphingosine 1-phosphate receptor 4 (Homo sapiens), O95977. activation, % at 4.98 µM; in the data active = activation above about 11%;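 note: 0% = DMSO vehicle and 100% = reference agonist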
# Wee1 degr inh = Wee1 degradation inhibitors, primary screen, cell-based, HeLa, Wee1K328M-luciferase, luminescence | Wee1-like protein kinase (Homo sapiens), P30291 | HeLa Luc-Wee1K328M stability; 100% = proteasome inhibitor MG132 effect | reporter increase, % at 5 µM | 1.2% of 220,000 active | AID 1321, 2008;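 active = activation above the mean of all tested compounds plus 3 SD, set per screening run, cut at about 8.8% in these data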;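 note: cells exposed to compound for 20 h before luminescence read; 0% = DMSO alone and 100% = MG132 at 30 µM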
# eIF4E 4G PPI = eIF4E–eIF4G protein interaction inhibitors, primary screen, biochemical, uHTS, TR-FRET, eIF4GI fragment; Eukaryotic translation initiation factor 4E (Mus musculus) + Eukaryotic translation …; TR-FRET eIF4E-eIF4GI(517-606) binding, 2 h; inhibition, % at 21.7 µM; 0.37% of 220,000 active; AID 782, 2007;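 active = inhibition above about 30%, limit read from the data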;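 note: 0% = full FRET control wells and 100% = background wells lacking eIF4GI fragment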
# Mdm2 ligase inh = MDM2-luciferase reporter signal enhancers, primary screen, MDM2 E3 ligase inhibitor project, cell-based, luminescence, 1536-well. E3 ubiquitin-protein ligase Mdm2 (Homo sapiens), Q00987. cell-based MDM2 ubiquitination luciferase reporter, 2 h; 0 = plate control, 100 = twice control, blank-subtracted. signal enhancement, % at 5 µM. 0.11% of 210,000 active. AID 1230, 2008;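 active = signal enhancement of 30% or more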;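 note: luminescence tracks abundance of the self-degrading MDM2-luciferase fusion protein; higher signal means inhibition of MDM2 E3 ligase activity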
#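 Assay system: mammalian cells stably expressing self-ubiquitinating, self-degrading MDM2 E3–luciferase fusion. Quantity: 2000 cells in each well. Medium: DMEM culture medium. Compound dosing: single-point 5 µM. Timing: cell settling 4 h, compound treatment 2 h, both 37 °C. Technique: luciferase luminescence. Read-out basis: percent signal gain over controls, blank-subtracted. Benchmarks: plate controls and plate blanks.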
# NPY-Y2 PAM-ag = NPY-Y2 potentiators or agonists, primary screen, cell-based; cells expressing NPY-Y2, potentiator/agonist read-out; activation, % at 3.6 µM; 0.45% of 220,000 active; AID 1359, 2008; in the data active = activation above about 27%;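 note: cells stimulated with NPY near EC25 plus isoproterenol at EC100; 0% = vehicle plus submaximal agonist and 100% = vehicle plus saturating agonist; some results beyond the cut were filed as inactive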
# Target sequence (P49146 whole entry, looked up): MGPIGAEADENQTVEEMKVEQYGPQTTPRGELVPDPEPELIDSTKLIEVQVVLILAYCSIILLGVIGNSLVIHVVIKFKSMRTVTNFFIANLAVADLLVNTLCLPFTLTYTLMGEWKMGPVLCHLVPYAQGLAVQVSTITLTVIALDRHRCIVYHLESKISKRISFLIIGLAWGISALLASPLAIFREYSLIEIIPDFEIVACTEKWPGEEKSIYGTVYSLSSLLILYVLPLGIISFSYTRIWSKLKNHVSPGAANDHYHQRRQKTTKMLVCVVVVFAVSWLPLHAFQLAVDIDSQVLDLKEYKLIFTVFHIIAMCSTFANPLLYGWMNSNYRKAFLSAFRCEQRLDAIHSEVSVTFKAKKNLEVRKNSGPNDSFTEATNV
# Numbers without * were called inactive; · = not tested or not shown; [ ] = remark or other dose. Random draw from the library, and some 4.1% of all compounds hit somewhere here.
SMILES,BaF3 tox,PERK inhibitor,Ba/F3 V617F tox,S1P4 antagonist,S1P4 agonist,Wee1 degr inh,eIF4E 4G PPI,Mdm2 ligase inh,NPY-Y2 PAM-ag
COC(=O)/C(=C\Nc1ccc(Cl)cc1Cl)NC(=O)c1ccccc1,1,-2.0,-4,7,-3.0,3,2[fluorescence artefact?],-10,1
CCOc1cc(C2NC(=O)NC(C)=C2C(=O)NCc2ccccc2)c(Cl)cc1O (centres undefined),1,0.5,-2,-17,-3.8,1,4,-14,15
Cc1ccc(C2=NOC(=O)/C2=C\C=C\c2ccccc2)cc1,10,0.4,4,1,-0.4,-1,0,0,-10
COc1ccc(NC(=O)c2csc3c2CCCCC3)c(OC)c1,2,0.2,2,-11,2.7,-1,-2,-10,-4
O=C(Nc1nccs1)C1Cc2ccccc2CN1S(=O)(=O)c1ccc(F)cc1 (centres undefined),8,-0.1,-1,-8,-1.2,1,2,-18,4
FC(F)(F)c1nc(=S)c2ccccc2[nH]1,-1,-0.1,1,1,-0.2,-2,0,-15,-2
CCCc1nc2ccc(NC(=O)c3ccco3)cc2c(=O)n1Cc1ccccc1Cl,1,0.3,-2,-18,-1.8,-3,1[fluorescence artefact?],-1,-5
COc1ccc(-n2nnc3c(=O)n(CC(=O)N4CCCC4)cnc32)cc1,3,1.0,2,6,1.9,1,-5,10,-3
CCCN(CC(=O)Nc1ccc(C(N)=O)cc1)CC(=O)Nc1ccccc1C,0,0.4,-1,3,0.4,-1,3,10,5
CCOc1cc(Cl)c(NC(C)=O)cc1OCC,5,2.1,-1,7,0.1,0,-3[fluorescence artefact?],2,16
CCOC(=O)c1[nH]c2ccc(OC)cc2c1NS(=O)(=O)c1ccc(OC)cc1OC,1,-0.3,-1,-4,1.6,-3,7,-26,3
C/C=C/c1ccc(OCCCCN2CCC(C)CC2)c(OC)c1,2,0.3,2,-7,-1.1,29*,3,-15,-10

# Reprinted from the part before: 3 entries; new compounds follow.
SMILES,BaF3 tox,PERK inhibitor,Ba/F3 V617F tox,S1P4 antagonist,S1P4 agonist,Wee1 degr inh,eIF4E 4G PPI,Mdm2 ligase inh,NPY-Y2 PAM-ag
CCOc1cc(Cl)c(NC(C)=O)cc1OCC,5,2.1,-1,7,0.1,0,-3[fluorescence artefact?],2,16
CCOC(=O)c1[nH]c2ccc(OC)cc2c1NS(=O)(=O)c1ccc(OC)cc1OC,1,-0.3,-1,-4,1.6,-3,7,-26,3
C/C=C/c1ccc(OCCCCN2CCC(C)CC2)c(OC)c1,2,0.3,2,-7,-1.1,29*,3,-15,-10
COc1ccc2c(c1OC)C(=O)OC2CC(=O)c1ccc2c(c1)OCO2 (centres undefined),-4,0.6,-3,-17,0.2,-2,-1,-19,-8
Cc1cccc(CSc2ccc3nnc(-c4cccnc4)n3n2)c1,8,-1.1,3,-7,1.2,-4,0,15,-10
C=CCn1c(SCC(=O)N2CCc3ccccc3C2)nnc1-c1ccncc1,4,0.1,-4,-25,2.2,-3,13[fluorescence artefact?],3,-3
O=C(c1ccccc1)c1sc(N2CCOCC2)nc1-c1ccccc1,4,0.3,-1,-16,-0.3,-1,-3,-7,18
Cc1cc2nc(/N=C(\N)NC(=O)N3c4ccccc4Sc4ccccc43)nc(C)c2cc1C,6,-0.1,-1,-19,1.6,1,4[fluorescence artefact?],-1,-6
Cc1ccc(C(=O)O/N=C(\N)c2ccccc2)c(Cl)c1,0,1.3,-3,2,-0.3,-2,0,-84,-11
Cc1oc2ccccc2c1CNC(=O)N(C)C,3,0.9,-4,-8,-0.9,-3,5,-7,11
CCOC(=O)c1sc(NC(=O)c2ccc(S(=O)(=O)N(C)C)cc2)cc1C,1,-0.1,-1,-18,-0.9,3,-4,-6,-5
Cc1cc(OCc2cccc(Cl)c2)c(C)cc1CN1CCOCC1,7,1.3,0,1,2.8,-3,0,7,-21
Cc1cccc(C(=O)NC(=S)Nc2ccc(Cc3ccncc3)cc2)c1,2,-0.2,1,-1,2.2,-1,-14,-4,-10
CCCS(=O)(=O)N1CCCC(C(=O)NCCCN2CCN(c3ccc(F)cc3)CC2)C1 (centres undefined),-1,0.7,1,12,0.0,2,11,-5,-4
N/C(=N\OC(=O)Cc1ccccc1[N+](=O)[O-])c1cccc(Br)c1,8,2.2,2,-3,0.8,0,0,-10,-2
CCOC(=O)C1=C(c2ccccc2)NC(=O)NC1c1ccc(OCC#N)c(OC)c1 (centres undefined),10,-0.9,1,-14,0.7,0,-3[fluorescence artefact?],14,4
CC(=O)Nc1ccc2nc(NC(=O)COc3ccccc3)sc2c1,2,-0.1,0,5,0.9,5,-1,-11,12
Nc1nonc1N1CCCCC1,9,-1.1,3,3,-0.5,4,6,-6,-11
CC(C)(C)NC(=O)c1ccccc1NC(=O)c1ccc2c(c1)OCO2,-1,-0.2,2,7,2.1,3,-8,-14,-12
CCc1ccc2nc(Nc3nc(COC)cc(=O)[nH]3)nc(C)c2c1,3,0.1,-2,-13,1.9,-1,1,-2,-7
O=C1/C(=C\c2ccc([N+](=O)[O-])cc2)CCc2ccccc21,7,0.5,1,-7,-0.9,7,0,-10,0
Cn1cnnc1SCc1ccc(C(=O)N=Nc2c(O)n(C)c3ccccc23)cc1,5,-0.5,2,-19,0.2,-2,11[fluorescence artefact?],0,-13
CCCCn1c(N)c(-c2nc3ccccc3s2)c2c([N+](=O)[O-])nn(CC)c(=O)c21,2,-0.1,-3,-21,-1.1,-2,-3,-19,16
COc1ccc(/C=N/N2C(=O)CSC2=S)cc1,6,-0.7,1,-3,0.8,-1,7,-20,-5
CCOc1ccccc1C(=O)N1CCN=C1SCc1cccnc1,-1,-0.3,0,7,-0.6,-3,7,-10,-11
Nc1nc2ccccc2nc1N,5,1.0,-1,-14,0.0,1,-12,0,1
CC(C)=CCN1CCN(Cc2ccc3nsnc3c2)CC1CCO (centres undefined),-2,1.2,0,-3,1.9,-1,3,-8,6
CCCCN1C2CCCC1CC(NC(=O)c1ccc(OC)c(OC)c1)C2 (centres undefined),3,-1.2,0,-2,-1.0,-4,2,-5,-1
CC(C)c1nc2sc3c(NCc4ccccc4)ncnc3c2c2c1COC(C)(C)C2,2,0.4,-3,-15,-2.3,0,-8,-13,-9
O=C(CNC(=O)c1ccccc1)NCC(=O)OCc1ccc(Cl)cc1,1,0.8,-2,-28,2.6,-1,0,-24,4
CCn1c(=O)c2cc(C(=O)N3CCOCC3)sc2c2ccccc21,13,-0.3,2,-5,0.1,4,2,-1,-1
CC1CN(S(=O)(=O)c2ccc(C(=O)Nc3ccc(S(=O)(=O)Nc4nccs4)cc3)cc2)CC(C)O1 (centres undefined),0,0.6,-2,-1,-0.8,-1,1,3,-3
Cc1ccc(-c2csc3n[nH]c(=S)n23)cc1,0,-0.3,3,5,1.2,-2,5[fluorescence artefact?],-18,-4
CC(CN1C(C)CCCC1C)OC(=O)c1ccc(Cl)cc1Cl (centres undefined),0,-0.7,6,-17,-1.7,3,4,-17,-15
Cc1cnc(C(=O)Nc2nnc(C)s2)cn1,0,1.2,-3,-20,2.2,0,-9,-7,-2
Cc1ccc(C)c(NS(=O)(=O)c2ccc(OCC(=O)N3CCOCC3)cc2)c1,6,0.3,1,5,-1.2,0,5[fluorescence artefact?],-11,5
O=C(N/N=C/c1cc(Br)c(Br)o1)c1cccnc1,6,0.4,5,-16,0.8,-2,6,-1,-17
Cc1noc(C)c1S(=O)(=O)N1CCC(C(=O)N(C)Cc2ccccc2)CC1,4,-0.9,-1,-15,-1.4,-1,4,4,1
O=C(NCCCn1ccnc1)c1cc(-c2ccc3c(c2)OCO3)on1,4,-0.6,3,-21,1.2,-1,-8,-12,8

# Reprinted at random: 6 entries already listed, in no set order.
SMILES,BaF3 tox,PERK inhibitor,Ba/F3 V617F tox,S1P4 antagonist,S1P4 agonist,Wee1 degr inh,eIF4E 4G PPI,Mdm2 ligase inh,NPY-Y2 PAM-ag
O=C(N/N=C/c1cc(Br)c(Br)o1)c1cccnc1,6,0.4,5,-16,0.8,-2,6,-1,-17
CC(C)c1nc2sc3c(NCc4ccccc4)ncnc3c2c2c1COC(C)(C)C2,2,0.4,-3,-15,-2.3,0,-8,-13,-9
Cc1ccc(C)c(NS(=O)(=O)c2ccc(OCC(=O)N3CCOCC3)cc2)c1,6,0.3,1,5,-1.2,0,5[fluorescence artefact?],-11,5
O=C(NCCCn1ccnc1)c1cc(-c2ccc3c(c2)OCO3)on1,4,-0.6,3,-21,1.2,-1,-8,-12,8
Cc1cnc(C(=O)Nc2nnc(C)s2)cn1,0,1.2,-3,-20,2.2,0,-9,-7,-2
Cc1ccc(-c2csc3n[nH]c(=S)n23)cc1,0,-0.3,3,5,1.2,-2,5[fluorescence artefact?],-18,-4

# Other compounds:
SMILES,BaF3 tox,PERK inhibitor,Ba/F3 V617F tox,S1P4 antagonist,S1P4 agonist,Wee1 degr inh,eIF4E 4G PPI,Mdm2 ligase inh,NPY-Y2 PAM-ag
Cc1ccc(C(C(=O)NC2CCCC2)N(Cc2ccco2)C(=O)CCC(=O)Nc2ccccn2)cc1 (centres undefined),6,-0.1,-2,2,-2.5,0,4,1,0
CCC(=O)c1ccc(OCC(=O)NC2(C#N)CCCCC2)cc1,-1,0.2,-4,-22,2.0,-1,-1,-1,-3
O=C(O)c1cc(=O)c2c(OCC(O)COc3cccc4oc(C(=O)O)cc(=O)c34)cccc2o1,7,2.0,-4,-11,0.5,1,1,·,9
Cc1ccc(NC(=O)CCC(=O)NNC(=O)CCc2ccccc2)c(C)c1,2,0.9,-3,-8,-1.0,-3,-3,1,11
OCCOCCNc1ncnc2c1cnn2-c1ccc(Cl)cc1,5,-0.7,-2,10,68*,5,4,-40,9
Cc1c(C(=O)N2CCc3ccccc32)cnn1C,4,1.2,0,0,2.9,5,-3,-15,7
CCOC(=O)c1[nH]c2cc(OC)c(OC)cc2c1NC(=O)c1ccc2c(c1)OCO2,7,-1.0,-2,-6,1.1,1,-3,-14,1
COc1ccc(/C=C2\SC(=O)N(CC(=O)NCCC(C)C)C2=O)cc1OC,-1,0.9,-1,6,0.4,1,-3,-10,-11
CC(C)(O)C#Cc1ccc(C(=O)NCCC(=O)O)s1,6,-0.6,3,-6,-1.1,6,-1,1,8
COCCNC(=O)CSCc1c(F)cccc1Cl,2,1.2,-4,-16,0.0,-2,1[fluorescence artefact?],-14,-1
